# Screening data deposited in PubChem by Sanford-Burnham Center for Chemical Genomics.
# VHR inh color – blocks the human dual specificity phosphatase VHR1. AID 1992. P51452. 50,000 tested, 0.7% active. inhibition, % at 20 µM. recombinant VHR phosphatase, colorimetric substrate read-out; in the data active = inhibition above about 60%; note: some results filed as inactive read as strong as hits
# Target sequence (P51452 whole entry, looked up): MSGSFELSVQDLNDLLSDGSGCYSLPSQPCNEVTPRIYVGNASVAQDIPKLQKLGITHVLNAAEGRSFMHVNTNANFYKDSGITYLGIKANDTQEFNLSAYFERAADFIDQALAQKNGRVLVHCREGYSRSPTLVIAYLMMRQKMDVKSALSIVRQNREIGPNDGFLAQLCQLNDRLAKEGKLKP
# Active calls of the source: *. The list is partial. The share of hits here may be higher or lower than overall.
# The first 2 records, to show the layout:
SMILES,VHR inh color
COC(=O)c1c(NC(=O)c2cncc(Br)c2)sc2c1CCC(C)C2 (stereo not drawn),-9
C=CCN1C(=O)/C(=C\c2cc(I)c(O)c(OC)c2)C(=O)NC1=S,39

# This part in full, from the first entry:
SMILES,VHR inh color
COC(=O)c1c(NC(=O)c2cncc(Br)c2)sc2c1CCC(C)C2 (stereo not drawn),-9
C=CCN1C(=O)/C(=C\c2cc(I)c(O)c(OC)c2)C(=O)NC1=S,39
O=C(c1ccc([N+](=O)[O-])cc1)N1CCN(C(=O)c2cccs2)CC1,4
On1c(-c2ccccc2F)nc2c1CCc1nonc1-2,-16
Cc1ccc(C(C)NC(=O)c2ccccc2)cc1 (stereo not drawn),-15
S=C(NCCOCCOCCNC(=S)Nc1ccccc1)Nc1ccccc1,-1
COc1ccccc1/C=C1/C(=N\O)C2CCN1CC2,-12
COc1ccc(C2CC(C(F)(F)F)n3ncc(C(=O)O)c3N2)cc1OC (stereo not drawn),7
O=S(=O)(c1cccc2ccccc12)n1nnc2ccccc21,-17
Cc1ccc(-c2n[nH]c3c2C(c2cccc([N+](=O)[O-])c2)N(c2ccc(F)cc2)C3=O)cc1 (stereo not drawn),-1
CC1=NN(c2cccc(C(=O)O)c2)C(=O)/C1=C\c1cccs1,9
CC(C)(C)C(=O)Nc1ccc(C(=O)Nc2ccc(O)cc2C(=O)O)cc1,-10
CCCOC(=O)c1ccc(NC(=S)Nc2ccc(F)cc2)cc1,-3
O=c1c2ccccc2nc(-c2cccs2)n1-c1ccccc1,-55
O=C(c1ccc2c(c1)OCCO2)N1CCN(c2ccc([N+](=O)[O-])cc2Cl)CC1,5
CCOc1ccc(/C=C/C(=O)c2cccs2)cc1,38
COc1ccccc1/C=C1\SC(=S)N(NC(=O)c2ccc([N+](=O)[O-])cc2)C1=O,-7
CCOc1ccc(S(=O)(=O)N(CC(=O)Nc2ccccc2Br)c2ccc(C)cc2)cc1,-16
O=C(/C=C/c1ccco1)Nc1ccc(-c2nc3ncccc3o2)cc1,31
O=C1NC(c2ccccc2)=C(c2ccc3ccccc3n2)C(c2cccc([N+](=O)[O-])c2)N1 (stereo not drawn),-7
Cc1nnc(NC(=O)C(Sc2ccccc2)c2ccccc2)s1 (stereo not drawn),-51
COc1ccc(CC(=O)Nc2cccc(I)c2)cc1OC,-6
COC(=O)C1=C(C)NC2=C(C(=O)CC(C)(C)C2)C1c1ccc(C)o1 (stereo not drawn),4
Cc1ccc(OCCOc2ccc(Br)cc2/C=C2/SC(=S)N(C)C2=O)cc1,-17
Cc1nn(C)c(C)c1N=Cc1c(O)ccc2ccccc12,-1
CCCOCc1ccc(O)c2ncccc12,21
COC(=O)Cn1c2ccccc2n2nc(C)nc12,0
CCCOC(=O)c1ccc(NC(=O)CCC)cc1,111*
Cc1ccc(/C=N/NC(=O)/C(=C\c2ccc3c(c2)OCO3)NC(=O)c2ccccc2)o1,-4
CCOC(=O)c1c(N)sc(C(=O)OC(C)(C)C)c1C,15
COc1cc(C2NC(=S)NC(C)=C2C(=O)Nc2cccc(C)c2)cc(OC)c1OC (stereo not drawn),-15
O=C(CSc1ncccn1)N/N=C/c1ccccc1Cl,-30
Cc1ccc(N2C(=O)c3ccccc3NC2c2cccc(F)c2)cc1 (stereo not drawn),-8
CC(C)(C)c1ccc(C2=N/C(=C\c3ccc(C#N)cc3)C(=O)O2)cc1,-9
CCC1=NN(C(=O)c2ccccc2Cl)C(O)(C(F)(F)F)C1 (stereo not drawn),-36
CCOc1ccc(S(=O)(=O)N(CC(=O)Nc2ccccc2CC)c2ccc(C)cc2)cc1,-15
O=C(CN(c1cccc(Br)c1)S(=O)(=O)c1ccccc1)Nc1cccc(Cl)c1,-9
CC(C)(CN)CNc1ccc([N+](=O)[O-])cc1Cl,-10
COc1cc2c(NCc3ccccc3)cc(O)c(CC(=O)Nc3ccc(Cl)cc3)c2cc1OC,1
C/C=C/COC(=O)C1=C(C)NC(=O)NC1c1cc(Cl)c(O)c(OC)c1 (stereo not drawn),-22
COc1ccc(CCNCc2cccn2C)cc1OC,-8
CCOc1ccccc1NC(=O)c1c(NC(=O)c2ccco2)sc2c1CCC(C)C2 (stereo not drawn),-12
COc1cc(/C=C2\C(=O)NC(=O)N(c3ccc(C)cc3)C2=O)ccc1OCc1ccc(C(=O)O)cc1,11
O=C(N1CCCC1)C12CC3CC(CC(C3)C1)C2,-15
O=[N+]([O-])c1cccc(CN2CCN(Cc3c[nH]c4ccccc34)CC2)c1,10
Cc1cc(Br)c(Nc2nc(NN)nc(N3CCOCC3)n2)cc1Cl,-14
N#Cc1c(N)nc2c(c1-c1ccc(F)cc1)CCCCC2,-22
C/C(=N\NC(=O)C1(C)CC1(Br)Br)c1ccc([N+](=O)[O-])cc1 (stereo not drawn),-10
COc1ccc(NC(=O)Nc2cccc3cccnc23)cc1,-30
O=C(NCc1ccccc1)c1ccccc1[N+](=O)[O-],2
O=C(Nc1c(C(=O)N2CCN(Cc3ccccc3)CC2)cnn1-c1ccccc1)c1ccc(Br)cc1,24
COC(=O)c1ccn(C(=O)c2ccc(Cl)cc2)n1,5
O=C(COc1ccccc1[N+](=O)[O-])Nc1cccc(-c2nc3ccccc3o2)c1,-2
CC1=NN(C(=O)c2ccncc2)C(O)(C(F)(F)F)C1 (stereo not drawn),-10
Fc1cccc(Cl)c1Cc1noc(-c2ccccc2)n1,-31
O=C(NN=C(C1CC1)C1CC1)c1cc2ccccc2cc1O,12
CCC(C)(C#CCN1CCCC1)OC(C)=O (stereo not drawn),-36
O=C(O)CCC(=O)Nc1nc(-c2cccc3ccccc23)cs1,-19
Cc1ccc(C(=O)NC(NC(=S)Nc2cccc3ccccc23)C(Cl)(Cl)Cl)cc1 (stereo not drawn),-7
COc1ccc(C2CC(c3ccc(Br)cc3)=NN2C(=O)CCC(=O)O)cc1OC (stereo not drawn),0

# The results go on:
SMILES,VHR inh color
Cc1cc(OCC(=O)Nc2ccccc2C(C)C)ccc1Cl,0
c1cncc(CN2CCN(Cc3ccco3)CC2)c1,7
Cc1cc(-c2ccc(C=C3C(=O)NC(=S)NC3=O)o2)cc([N+](=O)[O-])c1C,1
CCCOc1ccc(N/C(N)=N/c2nc(C)cc(C)n2)cc1,-9
COc1cc(C=NN2CCN(Cc3ccccc3Cl)CC2)ccc1OCc1ccccc1,0
O=C(Nc1cccc(F)c1)c1ccc(Br)c(S(=O)(=O)N2CCCCC2)c1,1
O=[N+]([O-])c1ccc(N2CCNCC2)c2cccnc12,7
O=S(=O)(c1ccc(-c2csc(Nc3ccc(F)cc3)n2)cc1)N1CCOCC1,-13
C/C(=N\NC(=O)c1ccc(N2CCCC2=O)cc1)c1ccccc1,0
O=C(O)CCCN1C(=O)C(=O)/C(=C(/O)c2ccccc2)C1c1ccc(Cl)cc1 (stereo not drawn),107
CCOc1ccccc1CN(CCc1ccc2c(c1)OCO2)Cc1ccc(OC)c(OC)c1OC,2
COc1ccc(N2C(=O)NC(=O)/C(=C\c3ccc(Br)s3)C2=O)cc1,-2

# Shown as tab-separated lines: entries from further up.
Compound	VHR inh color
C/C(=N\NC(=O)C1(C)CC1(Br)Br)c1ccc([N+](=O)[O-])cc1 (stereo not drawn)	-10
COc1ccc(NC(=O)Nc2cccc3cccnc23)cc1	-30
O=C(NCc1ccccc1)c1ccccc1[N+](=O)[O-]	2
O=C(Nc1c(C(=O)N2CCN(Cc3ccccc3)CC2)cnn1-c1ccccc1)c1ccc(Br)cc1	24
COC(=O)c1ccn(C(=O)c2ccc(Cl)cc2)n1	5
O=C(COc1ccccc1[N+](=O)[O-])Nc1cccc(-c2nc3ccccc3o2)c1	-2
CC1=NN(C(=O)c2ccncc2)C(O)(C(F)(F)F)C1 (stereo not drawn)	-10
Fc1cccc(Cl)c1Cc1noc(-c2ccccc2)n1	-31
O=C(NN=C(C1CC1)C1CC1)c1cc2ccccc2cc1O	12
CCC(C)(C#CCN1CCCC1)OC(C)=O (stereo not drawn)	-36
O=C(O)CCC(=O)Nc1nc(-c2cccc3ccccc23)cs1	-19
Cc1ccc(C(=O)NC(NC(=S)Nc2cccc3ccccc23)C(Cl)(Cl)Cl)cc1 (stereo not drawn)	-7
COc1ccc(C2CC(c3ccc(Br)cc3)=NN2C(=O)CCC(=O)O)cc1OC (stereo not drawn)	0
Cc1cc(OCC(=O)Nc2ccccc2C(C)C)ccc1Cl	0
c1cncc(CN2CCN(Cc3ccco3)CC2)c1	7
Cc1cc(-c2ccc(C=C3C(=O)NC(=S)NC3=O)o2)cc([N+](=O)[O-])c1C	1
CCCOc1ccc(N/C(N)=N/c2nc(C)cc(C)n2)cc1	-9
COc1cc(C=NN2CCN(Cc3ccccc3Cl)CC2)ccc1OCc1ccccc1	0
O=C(Nc1cccc(F)c1)c1ccc(Br)c(S(=O)(=O)N2CCCCC2)c1	1
O=[N+]([O-])c1ccc(N2CCNCC2)c2cccnc12	7
O=S(=O)(c1ccc(-c2csc(Nc3ccc(F)cc3)n2)cc1)N1CCOCC1	-13
C/C(=N\NC(=O)c1ccc(N2CCCC2=O)cc1)c1ccccc1	0

# (listing goes on)
SMILES,VHR inh color
CC(C)OC(=O)c1cnn2c(C(F)(F)F)cc(-c3ccc(F)cc3)nc12,12
Cc1ccc2c(c1)N(C(=O)C(C)N1C(=O)c3ccccc3C1=O)C(C)(C)c1ssc(=S)c1-2 (stereo not drawn),5
Cc1nc2cc(-c3ccccc3)sc2c(=O)n1N,2
COc1ccccc1N1CCN(/N=C\c2c(O)ccc3ccccc23)CC1,9
O=C(Nc1ccc(S(=O)(=O)N2CCc3ccccc32)cc1)c1ccc(F)cc1,-1
COc1ccc(C2Nc3ccccc3C(=O)N2Cc2ccco2)cc1COc1ccccn1 (stereo not drawn),-10
O=C1C(=O)N(Cc2ccccc2)C(c2ccc(F)cc2)/C1=C(/O)c1ccccc1 (stereo not drawn),-13
C=CCNC(=O)C(=O)N/N=C/c1cccc(OC)c1,-14
O=C(O)CCCN1C(=O)C(=O)/C(=C(\O)c2ccc(Cl)cc2)C1c1ccccc1 (stereo not drawn),14
COc1ccc(S(=O)(=O)N(CC(=O)NCCSCc2ccc(Cl)cc2)c2cc(C)cc(C)c2)cc1OC,-15
O=[N+]([O-])c1cccc(/C=N/Nc2cc(N3CCCC3)nc(N3CCCC3)n2)c1,-25
O=C(Nc1cccc(F)c1)c1sc2ccccc2c1Cl,-3
Cc1cc2nc(-c3cc(NC(=O)c4ccc5c(c4)OCCO5)ccc3O)oc2cc1C,-5
CC(=O)n1cc(Nc2ccccc2C(=O)O)c2ccccc21,0
COc1cc(C2C3=C(CC(C)(C)CC3=O)OC3=C2C(=O)CC(C)(C)C3)ccc1OCC(=O)O,-15
COC(=O)c1cc(NC(=O)COc2ccccc2C)cc(C(=O)OC)c1,-8
O=C(Nc1cccc(NC(=O)c2ccccc2Cl)c1)c1ccc(-c2ccc(Br)cc2)o1,-7
COc1ccc(/C=C2\SC(=Nc3ccc(O)cc3)NC2=O)cc1OC,24
CCOP(=O)(OCC)C(Nc1ccccc1)c1ccc2c(c1)OCO2 (stereo not drawn),-13
Cc1cccc(OCCOc2ccccc2/C=C2/SC(=S)N(C)C2=O)c1,-5
CCOC(=O)c1ccc(Nc2ncnc3c2cnn3-c2ccccc2)cc1,-4
CC1CCN(CCCCOc2cccc3ccccc23)CC1,10
CC(NC(=O)c1ccccc1NC(=O)c1ccccc1F)c1ccccc1 (stereo not drawn),-18
Cc1c(N/C(=N\S(=O)(=O)c2ccccc2)c2ccccc2)c(=O)n(-c2ccccc2)n1C,-25
Cc1nn(-c2cc(Cl)ccc2Cl)c(C)c1-c1cccc([N+](=O)[O-])c1,14
NNC(=O)COc1ccccc1OCCOCCOc1ccccc1OCC(=O)NN,-14
Cc1cc(NS(=O)(=O)c2ccc(NC(=O)c3cc(Cl)ccc3[N+](=O)[O-])cc2)no1,-11
COc1ccc(/C=C2/SC(=O)N(CCC(=O)Nc3ccc(S(=O)(=O)Nc4nccs4)cc3)C2=O)cc1,-7
CCOCCOC(=O)C1=C(C)NC2=C(C(=O)CCC2)C1c1cc(Br)c(O)c(OCC)c1 (stereo not drawn),0
CC(CO)(CO)Nc1ccc(C(F)(F)F)cc1[N+](=O)[O-],-20
CCN(CC)c1ccc(/C=C2/SC(=S)N(CC(=O)OC)C2=O)cc1,5
O=c1[nH]nc(SCc2ccc([N+](=O)[O-])cc2)c(=O)[nH]1,-32
Cc1ccc(NC(=O)C2CC(=O)N(c3ccccc3C)C2)cc1 (stereo not drawn),-13
CC(C)(C)C1CCc2c(sc3nc(SCC(N)=O)nc(N)c23)C1 (stereo not drawn),-12
O=C1c2cccc3cccc(c23)C(=O)N1c1ccc2c(c1)oc1ccccc12,-16
CN(C)c1ccc(NC(=O)c2ccc(F)cc2)cc1,-31
CCOc1ccc(NC(=O)CN(c2ccc(C(C)C)cc2)S(=O)(=O)c2ccccc2)cc1,-24
Cc1c(OCC(=O)OC(C)C)ccc2c3c(c(=O)oc12)CCCC3,-4
CCOC(=O)C1=C(C)NC2=C(C(=O)CC(C)(C)C2)C1c1ccc(OC(F)F)cc1 (stereo not drawn),-13
Fc1ccc(COC(CN2CCCCC2)CN2CCCCC2)cc1,30
COCCNCCOc1c(C)cc(Cl)cc1C,-14
CN1C(=O)/C(=C\c2ccc(OCCOc3ccc(C(C)(C)C)cc3)cc2)SC1=S,0
Nc1cc(N2CCOCC2)ccc1[N+](=O)[O-],83
COc1ccc(-c2nnc(NC(=O)c3ccccc3OC)s2)cc1,-23
O=C(Nc1ccccc1)Nc1nccs1,5
O=C(O)C1C2CCC(O2)C1C(=O)Nc1ccc(Cl)cc1 (stereo not drawn),56
NC(=O)NC(c1ccccc1)c1ccc(F)cc1 (stereo not drawn),-13
CCOC(=O)c1ccccc1NC(=O)/C=C/c1ccc(OC)c(Br)c1,-4
O=C(/C=C/c1ccccc1)Nc1nc2ccc(Cl)cc2s1,0
COc1ccc(S(=O)(=O)N(CC(=O)N2CCCC2)Cc2ccccc2)cc1,-39
COc1ccc(CC(=O)Nc2ccc(Cl)cc2C)cc1OC,-10
COc1ccc(C2/C(=C(/O)c3ccc(Cl)cc3)C(=O)C(=O)N2CCCC(=O)O)cc1 (stereo not drawn),-3
O=C(CSc1nnc(CN2C(=O)c3cccc4cccc(c34)C2=O)n1-c1ccccc1)NCc1ccco1,6
O=C(/C=C/c1cccc(C(F)(F)F)c1)Nc1ccccc1Cl,-18
COc1ccc(C(=O)CSc2nc3ccc([N+](=O)[O-])cc3[nH]2)cc1,-10
O=C(Nc1ccccc1C(=O)Nc1ccc(Cl)cc1)c1cccs1,-1
COc1ccc(N(CC(=O)Nc2cc(Cl)cc(Cl)c2)S(=O)(=O)c2ccccc2)cc1,-13
